IkB sig inh: inhibitors of IkB signaling in ABC-DLBCL cells. actives 0.04% (n = 110,000). ABC-DLBCL IkBa-CBG/CBR dual luciferase ratio, 4 h; response scale: scaled: untreated 0%, proteasome inhibitor 100%. Potency, µM (highest dose often 57.1 µM), without a hit: top-dose IkBa stabilization activation; active = well fitted curve in the direction sought with a large enough effect in the signal ratio, not every such curve was filed as active; inconclusive = small, poorly fitted or top-dose-only effect, or a change in a side signal; the % refers to the signal ratio;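 also: the direction sought is a rising ratio; 0% = basal untreated cells and 100% = reference inhibitor full response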
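In this assay, an IκBα–CBG68 fusion accumulates when IKK-driven degradation is blocked; native CBR normalizes for cell number. OCI-Ly3 cells were treated 4 h with compound and doxycycline, then green and red light read after Chroma-Glo addition.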
p53ts 39C kill: p53ts cell cytotoxicity, nonpermissive temperature | H1299-p53A138V viability at 39C, ATP luminescence, 24 h | Potency, µM (titrated, usually from 46.1 µM), without a hit: at the highest dose activity change, negative = cell killing, usual class: cytotoxic | actives 1.5% (n = 130,000) | AID 902; also: nearly all actives have a fitted effect of over 55% in size
p53ts 32C tox: kills p53ts cells at the permissive temperature; H1299-p53A138V at 32C, ATP luminescence viability, 24 h; Potency, µM (highest dose often 46.1 µM), without a hit: at the highest dose activity change, negative = cytotoxicity, hits mostly cytotoxic; actives 0.93% (n = 130,000); AID 924;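 also: 0% = DMSO and -100% = full killing by reference compound; nearly all actives have a fitted effect of over 55% in size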
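H1299-p53 A138V cells (temperature-sensitive p53) exposed 24 h to up to 46 uM compound at 32C, where p53 is wild-type in conformation. Viability read as ATP luminescence and normalised to DMSO and 100 uM tamoxifen. AC50 fitted with the Hill equation.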
Imprint erasure: induces erasure of genomic imprints in mouse ES cells; mouse ES Peg3-LacZ reporter, beta-gal luminescence, 40 h; Potency, µM (doses to about 60.7 µM), for the others: top-dose activity change, positive = activation, most hits filed as activators; actives 0.02% (n = 110,000); AID 1948;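 also: 0% = negative control wells on the plate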
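Gelatin-coated wells received 300 freshly trypsinized female ES cells with a Peg3LacZ-Neo reporter on the maternal allele, then incubated 40 hours at 37C. BetaGlo was added for 5 minutes at room temperature before a single luminescence read.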
* = called active by the depositor; u = inconclusive; x = no result given; [ ] = dose if it differs, or a comment. Unless noted, calls follow the shape of the dose curve; as a rule, active = well fitted curve in the direction sought with a large enough effect; inconclusive = small, poorly fitted or top-dose-only effect, or another doubt; inactive = no such curve, though single readings can be large; an effect the other way counts as inactive or inconclusive. Unless noted, % is scaled to controls: 0 for no effect and ±100 for the full control effect; potency is read from the fitted curve at half-maximal effect.

Every second line gives: IkB sig inh | p53ts 39C kill | p53ts 32C tox | Imprint erasure
- CCCCC(=O)Nc1ccc2nc(SCC(=O)N3CCCC3)sc2c1
    u | -18% | -11% | -9%[10.9 µM]
- CC1=C(C(=O)Nc2ccc(C)cc2C)C(CC(C)C)n2nc(SCc3ccccc3C)nc2N1 (stereo not drawn)
    u | -7% | 1% | -3%[10.9 µM]
- CCn1c(CNc2ccc(C)cc2)nnc1SCC(N)=O
    x | 8% | -11% | x
- O=C(O)[C@H]1CCCC[C@@H]1C(=O)Nc1nc2ccccc2[nH]1
    1.0%[11.4 µM] | -1%[9.22 µM] | 1%[9.22 µM] | -25%[10.9 µM]
- Cc1cccc(-c2nnc(-c3ccc(N)cc3)o2)c1
    2.9% | u | u | -45%[inhibitor]
- CC(C)n1c(NCCc2ccccc2)nc2c1c(=O)n(C)c(=O)n2C
    x | 19% | 6% | x
- O=C(C1CCCN(c2nnc(-n3cccc3)s2)C1)N1CCN(c2ccccc2)CC1 (stereo not drawn)
    5.8% | -2% | 0% | -21%
- Nn1c(SCC(=O)Nc2ccccc2)nnc1-c1cccnc1
    0.0% | 6% | 1% | -9%
- CCCN1CCN(C(c2cc3cc4c(cc3[nH]c2=O)OCO4)c2nnnn2C(C)(C)C)CC1 (stereo not drawn)
    -1.8% | 11% | 13% | x
- OCC1(c2cc(C(F)(F)F)n[nH]2)CCCCC1
    0.9% | 1% | 4% | -6%
- O=c1cc(N2CCc3ccccc3C2)[nH]c(=O)n1-c1ccc(Br)cc1
    -0.4% | -3% | -3% | 1%
- CCOC(=O)C1=C(C)SC2=NS(=O)(=O)CCN21
    -0.5% | -9% | 11% | 1%
- O=C(Nc1ccc(F)cc1)C1CCC(N2C(=O)c3ccccc3C2=O)CC1 (stereo not drawn)
    -1.3% | 6% | -1% | -13%
- O=C(Cn1c(=O)nc(-c2ccccc2)c2ccccc21)Nc1ccc(Cl)c(C(F)(F)F)c1
    -0.3% | 13% | -5% | 10%[10.9 µM]
- c1ccc(-c2cccc(-c3ccccn3)n2)nc1
    1.8% | 0.79µM* | u | -20%
- CCC1=C2CC[C@H]3C(=O)N(c4ccccc4)C(=O)[C@H]3[C@H]2[C@@]2(Cc3ccccc3)C(=O)N(CC(=O)OC)C(=O)N2C1=O
    x | 2% | 11% | -10%
- COc1cc(C2C(=O)N(C3CCCCC3)CC(=O)N2CCc2ccccc2)ccc1OC(C)C (stereo not drawn)
    -1.8% | 0% | 3% | -11%[10.9 µM]
- O=C(NCCn1cc(SCC(=O)N2CCOCC2)c2ccccc21)c1ccccc1
    4.7% | 12% | -5% | -15%
- CCOC(=O)c1c(C)oc2nc(C)nc(NCCc3ccc(Cl)cc3)c12
    u | -12% | -1% | 9%[10.9 µM]
- CN1CCN(P(=O)(c2ccccc2)c2nc3ccccc3s2)CC1 (stereo not drawn)
    0.2% | 3% | 3% | -4%
- CCc1ccc(-c2cn3c(n2)sc2cc(C(=O)NCCCc4ccccc4)ccc23)cc1
    u | -18% | 6% | -12%[10.9 µM]
- CN1CCCC2(CCN(C(=O)c3cccn3C)CC2)C1
    2.9%[11.4 µM] | 8% | -2% | x
- O=C(NCCc1ccc(Cl)cc1)c1nnc(Cc2ccc(Cl)cc2)o1
    -2.1% | -10% | 1% | -2%
- Cc1nnsc1-c1nc2ccccc2[nH]1
    5.7% | -6% | 2% | -40%[inhibitor]
- CCN(CC)c1ccc2c(c1)C(=O)N(C)C2=O
    1.2% | 5% | 6% | -14%
- COCCNc1cc(-c2ccccc2CN(C)C)ncn1
    2.4%[11.4 µM] | 1% | -2% | 5%
- COc1cccc(OC)c1C(=O)NC(C)c1ccccc1 (stereo not drawn)
    x | 23% | -3% | x
- Cc1c(C)n(C(=O)CN2CCC(C(N)=O)CC2)c2ccccc12
    3.9% | 7% | -1% | 1%
- O=C(CSc1nnc2ccccn12)NCCN1C(=O)CSC1=O
    0.2% | 0% | -2% | -3%
- O=C(CCN1C(=O)C2CC=C(Cl)CC2C1=O)N1CCCCC1 (stereo not drawn)
    1.0% | 16% | 9% | 1%

Next entries follow.
Every second line gives: IkB sig inh | p53ts 39C kill | p53ts 32C tox | Imprint erasure
- Cc1c(C)n(Cc2ccccc2)c2ccc(C(=O)NCC(C)c3ccccc3)cc12 (stereo not drawn)
    -1.5% | -9% | 8% | -14%[10.9 µM]
- CN(C)c1ccc(CN(CC2CCCO2)C(=O)COc2ccccc2Cl)cc1 (stereo not drawn)
    u | -10% | 2% | -13%[10.9 µM]
- CCOc1ccc(OCc2ccc(C(=O)NCc3ccncc3)o2)cc1
    0.8% | 2% | -6% | -43%[inhibitor]
- COc1ccc(CNC(=O)Cn2ccc3cc(S(=O)(=O)N4CCCCCC4)ccc32)c(OC)c1
    0.8% | -11% | 3% | -12%[10.9 µM]
- Cc1ccc(CNC(=O)CSc2nc3c(sc4ccccc43)c(=O)n2CCCOC(C)C)cc1
    -1.6% | -12% | 6% | 10%[10.9 µM]
- CCCOc1cccc(OCCSc2nc(C)cc(=O)[nH]2)c1
    -6.2% | 2% | 3% | -22%
- O=S(=O)(c1ccc(-c2cnc(C3CC3)o2)cc1)N1CCN(c2ccc(F)cc2)CC1
    0.6% | -20% | -8% | -19%[10.9 µM]
- COc1ccccc1C(=O)NCc1nc2cccnc2n1Cc1ccc(F)cc1
    0.1% | -19% | 2% | 14%[10.9 µM]
- O=C1c2ccccc2NC(c2ccc3c(c2)OCCO3)N1c1ccc2c(c1)OCCO2 (stereo not drawn)
    0.1% | 5µM* | 6.3µM* | -89%[inhibitor]
- CCN1CCN(C(c2ccccc2F)c2nnnn2Cc2ccc3c(c2)OCO3)CC1 (stereo not drawn)
    6.5% | 2% | -2% | x
- COc1cccc(NC(=O)C(C)n2c(=O)cc(C(F)(F)F)c3c(C)nn(C)c32)c1 (stereo not drawn)
    u | 0% | 1% | 9%[10.9 µM]
- CC(C)NCC(O)COCc1ccc(Cl)cc1 (stereo not drawn)
    0.1% | -1% | 10% | -16%
- COc1ccc(Nc2c3c(nc4ccc(NC(=O)c5cc(Cl)ccc5OC)cc24)CCCC3)cc1OC
    u | 5µM* | 5.6µM* | -37%[inhibitor][10.9 µM]
- CC(=O)c1ccc(N2CCN(C(=O)c3ccco3)CC2)c(F)c1
    1.1% | 3% | -6% | -22%
- CCCCc1cc2c(c(NC(C)=O)n1)c(=O)oc1ccccc12
    -1.3% | -2% | -3% | -4%
- NC(=O)CCn1nc(-c2ccc(Cl)cc2)c2ccccc2c1=O
    0.6% | -3% | 1% | -15%
- CSc1n[nH]c(NCc2cccs2)n1
    -4.7% | 3% | 1% | -8%
- CCOc1ccc(CCNC(=O)CN2C(=O)COc3ccc(S(=O)(=O)N4CCCC4)cc32)cc1
    u | -14% | 3% | -12%[10.9 µM]
- O=C(CSc1nnc(Cc2ccccc2)n1C1CCCCC1)N1CCOCC1
    -0.5% | 2% | 4% | 0%
- Cc1cc2cc(CN(Cc3ccc4c(c3)OCO4)Cc3nnnn3C3CCCC3)c(=O)[nH]c2cc1C
    u | 4% | -1% | 8%
- COc1ccc(-n2c(Cc3cccn3C)nnc2SCC(=O)Nc2cc(C)cc(C)c2)cc1
    u | 23% | 19% | -23%
- O=C(CCCCC(=O)Nc1c(I)cc(I)c(C(=O)O)c1I)Nc1c(I)cc(I)c(C(=O)O)c1I
    -1.0%[25.6 µM] | 2%[20.6 µM] | 8%[20.6 µM] | -3%[16.8 µM]
- CC(=O)OCC(OC(C)=O)C(OC(C)=O)C(OC(C)=O)C(=O)Nc1ccccc1C (stereo not drawn)
    -0.7% | 12% | -10% | -7%
- Cc1cccc(Nc2ncnc3c2cnn3C)c1C
    -2.7% | -5% | -4% | -10%[10.9 µM]
- COc1ccccc1C(=O)Nc1nc(-c2ccc(Br)cc2)ns1
    u | u | -14% | -6%[10.9 µM]
- Cc1cccc(CN2C(=O)c3ccccc3S(=O)(=O)c3ccc(C(=O)N4CCCC4)cc32)c1
    u | -13% | 8% | 3%[10.9 µM]
- CCN(CC)CC(C)(C)NS(=O)(=O)c1ccc(Cl)cc1
    1.0% | -14% | 1% | -5%
- Cc1nnc(SC(C)C(=O)NCC2CCCO2)n1-c1ccccc1 (stereo not drawn)
    0.4% | -5% | 4% | 1%
- CC(=O)Nc1ccc(S(=O)(=O)N2CCC(Oc3ccc(-n4cnnn4)cc3)CC2)cc1
    u | -29% | -2% | 10%[10.9 µM]
- COCC(=O)Nc1ccc(Nc2ccccc2)cc1
    6.1% | 4% | 0% | -6%

Reformatted: results already given.
Compound | IkB sig inh | p53ts 39C kill | p53ts 32C tox | Imprint erasure
COc1ccccc1C(=O)NCc1nc2cccnc2n1Cc1ccc(F)cc1 | 0.1% | -19% | 2% | 14%[10.9 µM]
COc1ccc(-n2c(Cc3cccn3C)nnc2SCC(=O)Nc2cc(C)cc(C)c2)cc1 | u | 23% | 19% | -23%
O=C1c2ccccc2NC(c2ccc3c(c2)OCCO3)N1c1ccc2c(c1)OCCO2 (stereo not drawn) | 0.1% | 5µM* | 6.3µM* | -89%[inhibitor]
NC(=O)CCn1nc(-c2ccc(Cl)cc2)c2ccccc2c1=O | 0.6% | -3% | 1% | -15%
O=S(=O)(c1ccc(-c2cnc(C3CC3)o2)cc1)N1CCN(c2ccc(F)cc2)CC1 | 0.6% | -20% | -8% | -19%[10.9 µM]

Remaining list, next part:
Every second line gives: IkB sig inh | p53ts 39C kill | p53ts 32C tox | Imprint erasure
- Cc1ccc(CNC(=O)Cn2nc(N3CCN(c4ccccc4)CC3)ccc2=O)cc1
    -0.3% | -13% | 6% | -10%[10.9 µM]
- Cc1cc(C)n(-c2ccc(C(=O)Nc3sccc3C(N)=O)cc2)n1
    u | u | u | -51%[inhibitor]
- Cc1ccc(-c2n[nH]c(=O)c3ccccc23)cc1N
    1.6% | -10% | 12% | -19%
- CC(Sc1nncn1C)C(=O)Nc1nnc(C(C)C)s1 (stereo not drawn)
    2.7% | 19% | 9% | -11%
- O=C1[C@@H]2CSC(c3ccc(C(F)(F)F)cc3)N2C(=O)N1c1ccccc1 (stereo partly drawn)
    -0.1% | 1% | 12% | -5%[10.9 µM]
- Cc1cccc2sc(N(CCN(C)C)C(=O)c3cc(Cl)sc3Cl)nc12
    x | 7% | -5% | x
- CN(c1ccccc1)c1nc2ccsc2c(=O)s1
    1.2% | -13% | 15% | -17%
- COc1ccc(NC(=O)c2oc3ccc(S(=O)(=O)N4CCC5(CC4)OCCO5)cc3c2C)cc1Cl
    u | -22% | 8% | -19%[10.9 µM]
- CCOC(=O)c1c(C)c(-c2ccccc2)n(CC(=O)NC(CC)Cc2ccccc2)c1C (stereo not drawn)
    -0.8% | u | -8% | -14%[10.9 µM]
- CC(C)c1ccc(NC(=O)c2cn(C3CCCC3)c(=O)c3c2c2ccccc2n3C)cc1
    3.1% | -5% | 7% | 26%[10.9 µM]
- O=c1oc2ccccc2c(O)c1/C=N/c1ncccn1
    u | -7% | -11% | -8%
- Cc1nc2cnc(Oc3ccccc3)nc2n(C2CC2)c1=O
    -2.6%[11.4 µM] | 5% | 1% | -18%
- CN(C(=O)C1CCOC1)c1nnc(-c2cccnc2)s1 (stereo not drawn)
    -1.0% | 3% | -10% | x
- COCCNC(=O)c1ccccc1-c1nc(-c2ccccc2Cl)no1
    0.8% | -28% | -24% | -9%
- Cc1c(Cl)cccc1NC(=O)c1cc(-c2ccc3c(c2)OCO3)on1
    u | 2% | 9% | -12%[10.9 µM]
- Cc1ccccc1CSc1nnc(C)c(=O)[nH]1
    3.2% | -5% | -8% | -19%
- O=c1c(-c2ccc(F)cc2)nc2cncnc2n1C1CC1
    2.0%[11.4 µM] | 9% | -6% | x
- CCOC(=O)C1C(c2ccccc2)C(C(=O)OCC)C1c1ccccc1 (stereo not drawn)
    x | 18% | -13% | x
- CC(C)(C)c1cc(C(=O)Nc2ccccc2)ccn1
    x | -9% | 8% | x
- CCn1ccc(C(=O)Nc2ccc(S(=O)(=O)Nc3ccccc3OC)cc2)n1
    u | -10% | -6% | -14%
- O=C(NCc1ccccc1)c1cc(=O)nc2sc(-c3ccccc3)nn12
    1.4% | 6% | 3% | -14%
- COc1ccc(S(=O)(=O)n2nc(-c3ccco3)nc2NCc2ccc(OC)c(OC)c2)cc1
    0.2% | -3% | 0% | -8%[10.9 µM]

Screens as filed in PubChem BioAssay.
